Screening data (PubChem BioAssay)
ASAP1 GAP inh = inhibitors of human ASAP1 ArfGAP activity. Q9ULH1. ASAP1-stimulated ARF1 GTP hydrolysis, GDP FP detection. inhibition, % at 16.5 µM. actives 0.19% (n = 360,000); in the data active means inhibition above about 25%;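 further: 0% = vehicle with enzyme and substrate and 100% = no enzyme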
Target sequence (Q9ULH1 325-724 limits assumed): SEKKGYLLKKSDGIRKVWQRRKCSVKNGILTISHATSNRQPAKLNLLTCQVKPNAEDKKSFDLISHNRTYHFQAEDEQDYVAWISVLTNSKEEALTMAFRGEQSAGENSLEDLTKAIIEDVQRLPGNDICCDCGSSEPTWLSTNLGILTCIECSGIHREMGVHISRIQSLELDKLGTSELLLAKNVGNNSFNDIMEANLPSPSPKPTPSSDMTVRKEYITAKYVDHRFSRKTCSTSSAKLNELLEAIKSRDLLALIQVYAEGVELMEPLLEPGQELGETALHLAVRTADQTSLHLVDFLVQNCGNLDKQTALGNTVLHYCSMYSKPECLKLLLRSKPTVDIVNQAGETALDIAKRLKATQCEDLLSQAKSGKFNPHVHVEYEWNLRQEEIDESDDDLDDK
ARFGAP1 inhibitor = inhibitors of rat ARFGAP1; Arfgap1-stimulated ARF1 GTP hydrolysis, GDP FP detection; inhibition, % at 16.5 µM; actives 0.26% (n = 360,000); Q62848;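 active means inhibition above a per-plate limit, mean inhibition of low control wells plus 3 SD, cut at about 25% in these data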;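 further: 0% = DMSO wells with enzyme and 100% = wells lacking Arfgap1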
Target sequence (Q62848 1-136 limits assumed): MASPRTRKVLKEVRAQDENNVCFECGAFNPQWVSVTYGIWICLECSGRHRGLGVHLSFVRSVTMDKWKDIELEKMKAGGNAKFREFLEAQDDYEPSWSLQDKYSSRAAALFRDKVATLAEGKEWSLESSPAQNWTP
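Repeats: one replicate per compound; assay system: rat Arfgap1 catalytic domain, aa 1-136; times: enzyme reaction 120 min at 25 °C after 20 min preincubation; detection: FP of antibody-bound GDP Alexa 633 tracer, ex 620/em 688 nm; benchmarks: high control wells lacking Arfgap1, low control full reaction with DMSO; reagent: human ARF1(Δ1-17)-GTP substrate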
GC-A act = GC-A (human) enzyme activation | P16066 | HEK293 GC-A cells, cGMP TR-FRET, EC30 ANP; 0% at EC30 ANP, 100% saturating ANP | activation, % at 10 µM | actives 0.14% (n = 370,000) | AID 1671463; in the data active means activation above about 40%
GC-B act = GC-B (human) receptor activation. P20594. HEK293-GC-B cells, CNP EC30, cGMP TR-FRET; 0% at EC30 CNP, 100% saturating CNP. activation, % at 10 µM. actives 0.11% (n = 370,000). AID 1920062;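 active means activation at 10 µM reaching about 35% in either raw or pattern-adjusted values, limit read from the data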
rCAG binder = r(CAG) repeat RNA binding; TO-PRO-1 dye displacement fluorescence; inhibition, % at 3 µM; actives 1.3% (n = 370,000);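 active means inhibition above the plate cutoff, the mean of all test compounds on that plate plus 3 SD, cut at about 35% in these data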;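 further: 0% = DMSO alone and 100% = 100 µM mitoxantrone as full dye displacement; higher means more dye released from RNA so lower well fluorescence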
sPLA2-III inh = Inhibits HGIII-sPLA2 liposome hydrolysis, primary screen; QFRET BODIPY PC-A2 liposome hydrolysis, fluorescence; inhibition, % at 12.2 µM; actives 0.56% (n = 370,000); AID 743126;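 active means inhibition above mean plus 3 SD of compounds lying within the high and low control bounds, cut at about 19% in these data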;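 further: 0% = median of test compound wells and 100% = no enzyme DMSO wells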
Tn6 DDE FP = DD(E)-Tn6 binding inhibition, primary FP screen. P02675. Fibrin DD(E) TRITC-Tn6 fluorescence polarization displacement. inhibition, % at 8.3 µM. actives 0.21% (n = 370,000);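 active means inhibition above a per-campaign cutoff: mean of compounds within control limits plus 3 SD, cut at about 15% in these data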;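 further: 0% = median of all compound wells on the plate and 100% = blocking peptide control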
Target sequence (P02675 whole entry, looked up): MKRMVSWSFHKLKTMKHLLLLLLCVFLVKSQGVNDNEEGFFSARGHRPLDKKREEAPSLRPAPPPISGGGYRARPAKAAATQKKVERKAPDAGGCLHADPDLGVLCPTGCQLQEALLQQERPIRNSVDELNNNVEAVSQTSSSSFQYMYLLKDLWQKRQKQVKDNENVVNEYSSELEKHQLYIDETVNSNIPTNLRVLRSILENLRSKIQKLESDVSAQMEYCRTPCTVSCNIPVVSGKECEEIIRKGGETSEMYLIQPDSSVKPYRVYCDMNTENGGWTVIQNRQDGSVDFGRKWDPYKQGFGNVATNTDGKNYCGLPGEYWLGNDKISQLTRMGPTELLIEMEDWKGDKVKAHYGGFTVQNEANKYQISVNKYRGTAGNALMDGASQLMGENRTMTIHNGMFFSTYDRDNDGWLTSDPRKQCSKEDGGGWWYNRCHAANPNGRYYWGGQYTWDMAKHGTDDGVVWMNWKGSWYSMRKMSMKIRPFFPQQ
GAA850 FXN act = frataxin GAA850 promoter activation. HEK293 lucGAA850 FXN promoter luciferase reporter, 24 h; percent of 10 µM SAHA response. activation, % at 6 µM. actives 0.56% (n = 360,000). AID 540364;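 active means activation above the average of all compounds screened plus 3 SD, cutoff fixed separately per campaign, cut at about 7.5% in these data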;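 further: 0% = DMSO wells and 100% = 10 µM SAHA wells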
proKLK7 act = activates the human kallikrein-7 zymogen | purified proKLK7, EDANS-DABCYL substrate fluorescence; 100% is mature enzyme control, 0% vehicle | activation, % at 7 µM | actives 0.9% (n = 370,000);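 active means activation above the mean of all tested compounds plus 3 SD, computed per campaign excluding outliers beyond control limits, cut at about 13% in these data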
ADAM10 inh = inhibitors of human ADAM10 | recombinant ADAM10, EDANS/DABCYL FRET peptide cleavage, 3 h | inhibition, % at 7 µM | actives 0.62% (n = 370,000);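 active means inhibition above a per-campaign cutoff equal to the mean of compounds falling between control-based bounds plus 3 SD, cut at about 20% in these data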;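 further: 0% = DMSO wells while the 100% control is not disclosed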
The depositor's hits bear a star; i = inactive; . = not tested or not shown. Not a hit list; overall some 4.5% were active at least once.

SMILES	ASAP1 GAP inh	ARFGAP1 inhibitor	GC-A act	GC-B act	rCAG binder	sPLA2-III inh	Tn6 DDE FP	GAA850 FXN act	proKLK7 act	ADAM10 inh
C=CCn1c(SCC(=O)NCCc2ccccc2)nnc1C1CC1	-9.8	-18.8	1.7	3.1	-4.2	5.2	-3.9	0.5	-0.1	-0.3
CCCCCn1nc(C(=O)N(CC(C)C)c2c(N)n(CCCC)c(=O)[nH]c2=O)c2ccccc2c1=O	-9.8	5.0	-0.9	-3.8	-11.6	4.3	-10.4	-1.2	-0.9	4.7
CCOc1ccc(/C=C2\SC(=S)N(CC(=O)N(CCO)C(C)(C)C)C2=O)cc1	8.7	2.2	10.6	-1.0	3.4	-10.9	-6.9	1.8	-1.2	-1.0
O=C(Nc1cccc(C(F)(F)F)c1)C1Cc2c(-c3ccccc3Oc3ccccc3)ccnc2O1 (stereo not drawn)	7.4	3.3	-1.7	1.0	4.8	-8.0	-2.5	0.4	0.1	2.9
Cc1cc(C(=O)CSc2nncs2)c(C)n1-c1ccc2c(c1)OCO2	10.5	-13.6	2.6	0.2	2.8	-4.3	-1.7	5.0	0.3	-1.7
CCCCN(C)C(=O)c1nc2ccccn2c1CN1CCN(C(=O)c2cccs2)CC1	-4.8	-2.4	-2.9	4.0	-9.9	2.3	-1.5	-1.1	-0.1	3.6
COc1cccc(CN2CCN(Cc3ccc4c(NC(C)=O)cccc4n3)CC2CCO)c1 (stereo not drawn)	0.9	3.0	1.7	3.2	-0.2	5.6	10.2	1.4	0.0	-3.8
COc1ccc(/C=N/NC(=O)c2cc(OC)c(OC)c(OC)c2)cc1CN1CCc2cc(OC)c(OC)cc2C1C (stereo not drawn)	0.1	12.9	1.1	6.2	-0.9	-8.2	7.0	-4.2	0.5	-8.6
Cc1c(C(=O)OCC(=O)NCCN2C(=O)CSC2=O)cccc1[N+](=O)[O-]	3.9	1.2	-3.3	2.3	2.9	-4.7	-0.1	2.2	0.3	-3.2
O=C(CCSc1ccccc1)Nc1ncccn1	-8.4	2.5	3.5	-2.0	-1.4	9.6	-2.8	1.6	-0.1	-0.5
COc1ccccc1NC(=O)CN1CCN(CC(=O)Nc2ccccc2F)CC1	11.4	2.0	-5.5	3.6	-3.5	7.1	7.7	2.1	0.4	1.4
COc1ccc(-c2nc3ccccc3c(=O)n2CCOc2ccc(C)cc2C)cc1	-5.5	-0.5	1.2	4.4	2.2	2.8	3.3	-0.6	-0.1	-10.3
CCOc1c(Cl)cc(CNCc2ccncc2)cc1OC	0.1	-1.2	0.8	8.1	-5.5	2.4	-6.3	2.5	-0.2	-5.4
CNS(=O)(=O)c1cccc(C(=O)OCC(=O)N2CCCC2)c1	23.6	-9.9	0.7	1.4	1.8	-1.7	-7.8	0.4	0.1	-4.0
O=C(Nc1ccc(Cl)cc1)P(=O)(O)c1ccccc1	2.0	9.4	2.0	-2.7	0.9	-6.1	-1.9	-0.4	-0.3	2.6
NC(=S)Nc1ncc(C(F)(F)F)cc1Cl	8.8	1.7	-1.5	-4.8	0.3	16.8	0.8	2.9	-0.2	-7.3
CCOc1ccccc1NC(=S)N(CCC(C)C)C1CCN(C(C)=O)CC1	0.6	-1.9	-0.4	1.4	-6.9	9.4	-13.9	0.6	-0.6	-7.7
CCCc1c(O)c2ccccc2[nH]c1=O	13.9	1.2	-2.7	-5.7	0.7	-1.7	-1.4	-1.1	1.7	-34.4
COc1ccc(Cn2c(CO)cnc2SCC(=O)Nc2cccc(NC(C)=O)c2)cc1	-5.5	-11.8	1.2	1.9	3.1	-5.1	1.7	0.1	-0.1	2.2
O=C(N/N=C/c1ccccn1)c1ccncc1	-0.5	15.7	4.3	1.8	-0.3	3.6	-5.4	1.2	0.2	-2.9
CCOc1ccc2oc(C(=O)OCC(=O)N3CC(C)OC(C)C3)c(C)c2c1 (stereo not drawn)	18.0	25.5*	2.2	4.7	7.0	14.4	-12.6	0.4	0.1	-255.3
Cc1cc(NC(=O)CSc2nccn2-c2ccc(F)cc2)no1	0.6	10.2	1.6	4.8	-4.4	-2.6	-3.8	-1.1	-0.1	3.0
Cc1ccc(-n2c(SCC(=O)N(C)C3CCS(=O)(=O)C3)nc3ccccc3c2=O)cc1 (stereo not drawn)	7.1	-12.1	1.8	6.4	-2.1	0.4	2.5	-1.2	0.3	-11.2
CSc1nc2nc(C(F)(F)F)cc(-c3ccccc3)n2n1	-11.9	3.9	-1.1	1.0	-0.9	4.7	1.1	2.1	6.4	i
CCOc1ccc(-c2ccc(SC)nn2)cc1	5.2	-9.9	1.3	1.3	-4.6	4.4	-11.0	-6.2	-0.2	-19.0
Cc1ccc(NC(=O)Nc2ccc(Cl)c(Cl)c2)nc1	4.7	10.8	4.3	-5.6	-3.2	2.0	4.5	2.3	-0.1	-7.5
S=c1nc(C23CC4CC(CC(C4)C2)C3)[nH][nH]1	5.3	-9.2	-1.7	0.0	0.8	-15.0	0.8	0.0	-0.1	10.5
COc1ccc(S[C@]2(C(=O)N3CCOCC3)CC(=O)N(c3ccc(C#N)cc3)[C@@H]2c2ccc(OC)cc2)cc1	.	.	-12.1	-12.0	6.7	-10.0	-6.0	.	0.7	11.0
Cc1cccc(-c2noc(CCC(=O)NCC3CCCO3)n2)c1 (stereo not drawn)	-5.6	4.2	0.2	6.2	3.0	-2.7	-3.4	-3.0	-0.2	-1.4
OCC1CCCN(c2nc(CN3CCCCC3)nc3scc(-c4ccccc4)c23)C1 (stereo not drawn)	0.1	4.5	-33.8	-12.1	-7.7	-3.4	9.3	-3.2	-0.6	-15.2
CCCCOc1ccc(C(=O)NCCCC(=O)N2CCCCC2)cc1	-10.6	1.0	5.4	-2.1	-10.0	-1.9	9.2	0.8	0.1	-1.0
CN(C(=O)COC(=O)CNC(=O)c1ccc(C(C)(C)C)cc1)c1c(N)n(Cc2ccccc2)c(=O)[nH]c1=O	0.7	5.8	0.4	0.7	-4.9	-3.3	1.6	0.7	0.6	-5.1
COc1ccc(NC(=O)NC2(C(=O)N3CCN4CCCC4C3)CCCCC2)cc1 (stereo not drawn)	-4.5	7.4	4.9	4.0	-2.5	1.6	1.5	1.4	-0.5	3.4
Clc1cccc(Cc2c(-c3cccc(Cl)c3)nc3c4ccccc4ccn23)c1	13.2	-9.7	1.3	-1.4	2.2	4.7	3.7	.	-0.3	-6.6
C=CC(=O)Nc1cccc(Oc2nc(Nc3ccc(N4CCN(C)CC4)cc3OC)ncc2Cl)c1	18.4	10.2	-12.7	-13.2	8.4	1.6	-5.0	.	-1.0	-8.4
CCN(CC)c1nc(Nc2ccccc2)nc(Oc2ccc(=O)n(C)n2)n1	14.2	6.4	13.2	16.5	-9.1	-1.6	-1.4	0.7	0.3	-8.9

Profiles, quoted from the list. Order of values: ASAP1 GAP inh	ARFGAP1 inhibitor	GC-A act	GC-B act	rCAG binder	sPLA2-III inh	Tn6 DDE FP	GAA850 FXN act	proKLK7 act	ADAM10 inh
CCN(CC)c1nc(Nc2ccccc2)nc(Oc2ccc(=O)n(C)n2)n1 reads 14.2	6.4	13.2	16.5	-9.1	-1.6	-1.4	0.7	0.3	-8.9
COc1ccc(S[C@]2(C(=O)N3CCOCC3)CC(=O)N(c3ccc(C#N)cc3)[C@@H]2c2ccc(OC)cc2)cc1 reads .	.	-12.1	-12.0	6.7	-10.0	-6.0	.	0.7	11.0
CN(C(=O)COC(=O)CNC(=O)c1ccc(C(C)(C)C)cc1)c1c(N)n(Cc2ccccc2)c(=O)[nH]c1=O reads 0.7	5.8	0.4	0.7	-4.9	-3.3	1.6	0.7	0.6	-5.1
Cc1ccc(NC(=O)Nc2ccc(Cl)c(Cl)c2)nc1 reads 4.7	10.8	4.3	-5.6	-3.2	2.0	4.5	2.3	-0.1	-7.5

The results go on:
SMILES	ASAP1 GAP inh	ARFGAP1 inhibitor	GC-A act	GC-B act	rCAG binder	sPLA2-III inh	Tn6 DDE FP	GAA850 FXN act	proKLK7 act	ADAM10 inh
CC(C)(C)C(=O)c1c(N)[nH]c(C(=O)c2ccccc2)c1-c1ccccc1Br	8.6	9.4	-5.3	0.5	2.9	9.5	1.5	.	-0.1	-2.4
CCc1c(N)nc(N)nc1Nc1ccccc1C	-9.1	-1.6	-1.3	1.5	0.1	2.2	-0.3	-0.5	0.0	-8.0
O=c1[nH]c2ccc(S(=O)(=O)N3CCCCC3)cc2s1	-0.7	2.4	0.6	4.7	3.2	-10.9	7.6	0.3	-0.1	-2.0
Cc1cc(SCC(=O)Nc2ncc(Cl)cc2Cl)nc2ccccc12	-8.8	4.4	3.0	6.7	-2.6	-9.7	3.6	-1.4	-0.6	-5.2
CCOc1ccc(S(=O)(=O)N2CCN(C(=O)c3ccncc3)CC2)cc1	-8.1	11.2	1.4	1.0	-5.0	7.6	-0.5	1.7	-0.5	-1.4
Cc1cccc2c1-c1sc(C(=O)Nc3ccccc3N3CCN(C)CC3)cc1CO2	12.6	-1.5	-6.5	-0.1	-2.1	-13.8	-5.7	0.7	-2.6	-35.4
CN1CCC(N(C)CC(C)(C)NS(=O)(=O)c2ccccc2)CC1	3.4	-8.0	3.1	1.8	-3.5	0.0	0.2	1.3	-0.4	5.8
CCC(=O)c1c[nH]c(C(=O)NCc2ccccc2OC)c1	1.8	5.7	0.1	-3.1	-1.4	-4.8	-8.7	-0.3	0.6	1.8
CCOC(=O)C1=C(C)N(C)C(C)=C(C(=O)OCC)C1c1ccc(Cl)cc1	18.5	-8.9	-21.4	-12.5	-4.3	2.4	-4.2	0.8	-0.4	2.4
O=C(NCc1ccccc1)[C@H]1CCCN1C(=O)[C@H]1CCCN1C(=O)N1CCOCC1	11.6	-1.8	6.8	1.4	0.0	2.5	5.1	.	-0.1	-7.9
CC(C)NC(=O)N(C)C[C@H]1Oc2c(NC(=O)c3ccc(-c4nccs4)cc3)cccc2C(=O)N([C@@H](C)CO)C[C@H]1C	14.0	-2.9	-0.4	3.3	6.5	-14.3	-7.7	-5.3	2.5	6.5
CC1CCN(C(=O)c2ccc(S(=O)(=O)N3CCCCCC3)cc2)CC1	0.2	7.1	2.5	-0.4	-1.8	-5.5	6.5	-0.7	0.2	-4.4
CC1(C)c2[nH]c3ccccc3c2C[C@@H]2C(=O)N(Cc3ccco3)C(=O)N21	8.8	5.7	3.0	21.1	0.1	-15.0	0.3	2.3	0.1	4.6
Cc1cccc(NC(=O)CSc2nc(N)cc(N)n2)c1	4.7	-4.5	-3.5	0.3	5.3	4.2	3.1	-0.7	-0.3	6.7
O=C(CC1Nc2ccccc2NC1=O)NCCc1ccccc1 (stereo not drawn)	-0.6	4.4	-1.0	0.8	3.7	-9.1	6.2	1.0	-1.7	-95.7
CCOc1ccccc1NC(=O)CN(c1ccc(Cl)cc1)S(C)(=O)=O	8.1	18.4	-36.4	-22.2	-1.6	-3.7	-0.6	0.8	0.3	7.5
CN(C)S(=O)(=O)c1cccc(NC(=O)CCc2c[nH]c3ccccc23)c1	6.2	-1.9	-5.3	7.7	2.7	-43.2	1.7	-2.9	0.1	10.4
COc1ccc(N2CCN(C(=O)c3oc4c(c3C)C(=O)CCC4)CC2)cc1	4.8	1.8	-4.3	-0.3	-9.4	3.3	7.0	-2.1	-0.5	-2.1
CC(=O)c1cccc(NS(=O)(=O)c2cc(OCC(N)=O)c(C)cc2Cl)c1	5.0	4.7	0.3	3.2	-1.5	2.6	-2.5	-3.6	-0.3	-5.4
